HTT aggregate: reduces HttQ103-GFP aggregates in PC12 cells; 220,000 compounds, 1.1% hits; Potency, µM (doses to about 46.1 µM), for inactives: at the top dose activity change, negative = inhibition, usual class: inhibitors; AID 1688; PC12 HttQ103-GFP aggregates, Acumen cytometry, 40 h; note: potency is the fitted concentration of half-maximal effect; % is set by controls: 0 for no effect and ±100 for the full control effect; nearly all actives have a fitted effect of over 60% in size
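Ecdysone-promoter PC12 model expressing HTT exon 1 Q103 fused to GFP, induced by tebufenozide at 100 nM final. Compounds titrated; aggregates sized 1–25 µm scored on a 488 nm laser cytometer.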
SMN2 splice enh: SMN2 splice variant enhancement; Potency, µM (titrated, usually from 46.1 µM), without a hit: at the top dose activity change, positive = activation, actives largely listed as activators; 210,000 compounds, 2.8% hits; HEK293 SMN2-luciferase splicing reporter, luminescence, 30-36 h; note: potency is the fitted concentration of half-maximal effect; % of control where 0% means no effect; nearly all actives have a fitted effect of over 55% in size
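HEK293 cells carry an SMN2 […]–luciferase reporter in which exon 7 inclusion puts luciferase in frame. Cells were plated 10-12 h before compound addition, then incubated 30-36 h at 37C. ONE-Glo luminescence was read; sodium butyrate at 4.5 mM final served as control.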
IMPase Li cell: IMPase inhibition in cells with lithium potentiation; Potency, µM (series often up to 59.4 µM), for inactives: at the top dose activity, negative = IMPase inhibition, usual class: inhibitors; CHO-M1 cells, IP1 TR-FRET (IP-One), carbachol + lithium; 210,000 compounds, 0.35% hits;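 note: IP1 builds up when IMPase is blocked and the TR-FRET signal falls; potency is the fitted concentration of half-maximal effect; plate controls were basal vehicle for no effect and high inhibitor control for full effect; nearly all actives have a fitted effect of over 50% in size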
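Concentration–response in CHO-M1 cells, lithium-potentiated; 30 min at 37C. IP1 detected by competitive TR-FRET after 10 min lysis at RT. Hill-fitted AC50.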
LMNA splice mod: modulators of lamin A splicing; HeLa LMNA splicing GFP/RFP minigene ratio, 48 h; Potency, µM (top dose mostly 46.1 µM), for inactives: at the highest dose ratio change, negative = inhibition, most hits filed as inhibitors; 200,000 compounds, 0.01% hits; active = well fitted inhibition curve with a large enough effect in the signal ratio, with a control signal flat, not every such curve was filed as active; inconclusive = small, poorly fitted or top-dose-only effect, or effect the other way, or a change in a side signal; the % refers to the signal ratio; note: potency is the fitted concentration of half-maximal effect; % is set by controls: 0 for no effect and ±100 for the full control effect
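S3 HeLa cells stably expressing lamin A-EGFP splicing minigene plus DsRed2, 600 cells/well, 48 h compound exposure at 37C. Laser-scanning cytometry; analysed as GFP (500-530 nm)/RFP (575-640 nm) total intensity ratio; 0.5% DMSO vehicle.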
CBFb-RUNX1 inh: CBF-beta/RUNX1 interaction disruption. Q01196+Q13951. AlphaScreen CBFb-His/RUNX1-biotin binding, biochemical. Potency, µM (doses to about 59.8 µM), for inactives: at the highest dose activity, negative = inhibition, actives largely listed as inhibitors. 230,000 tested, under 10 active; note: % of control where 0% means no effect
Target sequence (Q01196 whole entry, looked up): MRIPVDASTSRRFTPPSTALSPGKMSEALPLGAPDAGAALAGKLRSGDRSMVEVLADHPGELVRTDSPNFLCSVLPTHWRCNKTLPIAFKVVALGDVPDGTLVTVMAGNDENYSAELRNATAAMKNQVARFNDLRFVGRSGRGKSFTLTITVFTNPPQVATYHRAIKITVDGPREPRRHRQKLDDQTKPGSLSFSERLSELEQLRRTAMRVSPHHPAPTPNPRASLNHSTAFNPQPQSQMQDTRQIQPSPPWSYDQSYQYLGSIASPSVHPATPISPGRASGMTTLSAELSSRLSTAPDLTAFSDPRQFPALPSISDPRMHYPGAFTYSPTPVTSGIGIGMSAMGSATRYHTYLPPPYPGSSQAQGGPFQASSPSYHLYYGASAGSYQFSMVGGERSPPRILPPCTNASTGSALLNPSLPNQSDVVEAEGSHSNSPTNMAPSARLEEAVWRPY
Target sequence (Q13951 whole entry, looked up): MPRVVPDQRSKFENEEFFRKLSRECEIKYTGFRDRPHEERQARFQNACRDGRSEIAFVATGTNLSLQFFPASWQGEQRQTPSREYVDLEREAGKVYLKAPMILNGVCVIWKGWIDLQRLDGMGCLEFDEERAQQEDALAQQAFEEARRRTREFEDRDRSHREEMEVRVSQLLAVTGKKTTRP
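CBF-beta (His) and RUNX1 (biotin), 30 nM each; 20 min preassociation; + compound, 15 min; + beads 50 ng each (Ni, streptavidin), 90 min; RT; AlphaScreen read.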
HTT cytoprotect: cytoprotection in Huntington HTT-Q103 PC12 cell model; PC12 HTT-Q103 induced, cytoprotection, ATP luminescence, 40 h; Potency, µM (doses to about 56.4 µM), for the others: cytoprotection (ATP increase), usual class: activators; 230,000 compounds, 0.14% hits; AID 1471;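 note: potency is the fitted concentration of half-maximal effect; % of control where 0% means no effect; nearly all actives have a fitted effect of over 45% in size; toxic huntingtin expression switched on by the ecdysone agonist tebufenozide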
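Compounds were screened for protection of PC12 cells against cell death after tebufenozide induction (100 nM final) of mutant Huntingtin exon 1 (Q103) fused to GFP.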
Luc counter: counter-screen: inhibitors of Kinase-Glo firefly luciferase; 200,000 compounds, 0.28% hits; Q27757; Kinase-Glo luciferase, ATP luminescence, 8 min; Potency, µM (top dose mostly 38.3 µM), inactives show at the top dose activity change, negative = inhibition, hits mostly inhibitors; note: potency is the fitted concentration of half-maximal effect; % is set by controls: 0 for no effect and ±100 for the full control effect; nearly all actives have a fitted effect of over 60% in size
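Luminescence was the read-out, taken after 8-minute incubation at ambient temperature. Luciferase turned over luciferin with 10 uM ATP in imidazole pH 7.2 buffer containing KCl, MgCl2, Tween 20 and BSA.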
* marks the source's active call; other numbers are inactive results; u = inconclusive; x = not tested or not shown; & = joins results of further samples; [ ] = another dose, or the depositor's remark. Unless noted, calls come from the whole dose curve; as a rule, active = well fitted curve in the direction sought with a large enough effect; inconclusive = small, poorly fitted or top-dose-only effect, or another doubt; inactive = no such curve, though single readings can be large; an effect the other way counts as inactive or inconclusive.

canonical_smiles | CBFb-RUNX1 inh | Luc counter | HTT cytoprotect | SMN2 splice enh | IMPase Li cell | LMNA splice mod | HTT aggregate
c1ccc(-c2csc3ncnc(N4CCc5ccccc5C4)c23)cc1 | 0% | 0% | -17%[10 µM] | -99%[inhibitor] | -5% | u | -4%
COC(=O)C(NC(=O)c1c(C)nn(C)c1Cl)c1ccccc1 (stereo not given) | 18% | 5% | -2%[10 µM] | 0% | -1% | u | 11%
COc1ccccc1C(=O)NCCCNc1ccc([N+](=O)[O-])cc1 | -10% | 3% | 0%[10 µM] | -5% | 2% | -6% | 9%
COc1ccccc1CN1C(=O)CN(C2CCCC2)C(=O)C1c1ccc(F)cc1 (stereo not given) | 5% | -2% | 14% | 3% | 7%[38.3 µM] | u | 13%
COc1ccc(N2CCN(S(=O)(=O)c3cccs3)CC2)cc1 | 2% | -1% | 6%[10 µM] | -25% | 32%[activator][38.3 µM] | -14% | -21%
CN1CCN(S(=O)(=O)c2cnccc2N2CCN(c3cccc(Cl)c3)CC2)CC1 | -4% | -2% | x | 8% | 2% | u | -1%
N#Cc1nc(-c2ccc(Cl)cc2)oc1N1CCCCC1 | 3% | 1% | -21% | -22% | 2%[38.3 µM] | 3% | u
CC(=O)Nc1ccc(SCC(=O)Nc2sccc2C#N)cc1 | -3% | 1% | -17% | x | -11% | x | -8%
CCOC(=O)Cc1csc(NC(=O)COc2ccc(C)cc2)n1 | 8% | 0% | -2%[10 µM] | x | 8% | x | 30%[9.22 µM]
CCC(=O)N1CCc2cc(OC)c(OC)cc2C1COc1ccc(OC)cc1 (stereo not given) | -11% | -2% | -86%[inhibitor][10 µM] | -14% | 11% | x | u
CCCCOc1ccc(N2C(=O)CC(N(CCc3ccccc3)C(=O)/C=C/C(=O)O)C2=O)cc1 (stereo not given) | 3% | 3% | x | -3% | -3% | -11% | 2%
COc1ccc(OC)c(-n2cc3c(=O)n(C)c(=O)n(C)c3c2)c1 | -15% | -4% | -22% | 4% | 3%[38.3 µM] | u | 25%
O=C(NCCc1cccs1)C1CC(c2ccccc2F)=NO1 (stereo not given) | 1% | x | -3%[10 µM] | x | x | x | 7%[9.22 µM]
O=C(Nc1nnc(-c2ccc3c(c2)CCCC3)o1)C1COc2ccccc2O1 (stereo not given) | -24% | 1% | -20% | 14% | 1%[38.3 µM] | u | -30%
COc1cc2c(cc1NC(=S)NC(=O)/C=C/c1ccc(OC)c(OC)c1)oc1ccccc12 | 3% | -1% | -4%[10 µM] | 4% | -1% | -8% | 7%
CCCCCC1CC(=O)C=C(C)C1C(=O)OC (stereo not given) | 14% | x | -7%[10 µM] | x | x | x | -12%[9.22 µM]
Cn1ccnc1Sc1cc(Cl)ccc1[N+](=O)[O-] | 15% | -1% | x | -5% | 5% | u | -3%
N#Cc1cc([N+](=O)[O-])cnc1N(CCO)CCO | 2% | 0% | 14%[10 µM] | -12% | -3% | -7% | 13µM*
COC(=O)C(N)CS (stereo not given) | u | 0% | u | -18% | -1% | x | x
CCc1n[nH]c(=S)n1N=C1CCC(C)CC1 (stereo not given) | 5% | -1% | -3% | 6% | 10% | u | 9%
Cc1cc(C)cc(N2CC(c3nc4ccccc4n3C)CC2=O)c1 (stereo not given) | 8% | 3% | 4%[10 µM] | 8% | 24%[38.3 µM] | -11% | -23%
Cc1nn(CC2CC2)c(=O)n1-c1ccc(C(C)C)cc1 | 9% | 2% | -21% | 6% | 11% | -3%[46 µM] | 4%
CCOCC(O)CNC(=O)c1ccc(OC2CCN(C(=O)c3cccnc3)CC2)cc1 (stereo not given) | -1% | x | 16%[10 µM] | x | x | x | -2%[9.22 µM]
O=C(Cc1ccc(-n2cnnn2)cc1)NC12CC3CC(CC(C3)C1)C2 | 7% | 1% | -20%[10 µM] | -9% | 24%[38.3 µM] | -13% | -30%
Cn1nnc(NC(=S)NC(=O)c2ccccc2)n1 | 6% | x | 9%[10 µM] | x | x | x | 12%[9.22 µM]
CCOC(=O)c1ccc(NS(=O)(=O)c2ccc3c(c2)CCCN3C(C)=O)cc1 | 1% | 2% | -4%[1.9 µM] | x | 47%[activator][38.3 µM] | u | -1%
CN1CCN(S(=O)(=O)c2ccc(NC(=O)c3ccc(Br)s3)cc2)CC1 | 13% | 2% | -10% | 12% | 15%[38.3 µM] | -13% | -14%
COc1ccc(C(CCNC(C)c2ccccc2)C(C)C)cc1 (stereo not given) | 12% | x | -9%[10 µM] | x | x | 0%[46 µM] | -5%[9.22 µM]
Cn1c(CCNC(=O)c2ccccc2Cl)n[nH]c1=S | 1% | 1% | -5% | 2% | 9%[38.3 µM] | 9% | 13%
O=C(COC(=O)CCCNC(=O)c1ccc(Cl)cc1)Nc1cc(Cl)ccc1Cl | 0% | 0% | 18%[10 µM] | 0% | -4% | 10% | 4%
CC1Cc2ccccc2N1C(=O)c1cc2c(=O)n3ccccc3nc2n1C (stereo not given) | 2% | -2% | -97%[inhibitor] | -41%[inhibitor] | 13%[38.3 µM] | 1% | u
CCOC(=O)c1c(C)c(C(=O)NC(C)COC)c(C)n1CC (stereo not given) | 2% | -3% | 23%[10 µM] | 9% | 0% | -6% | -9%
CCCc1nc2c(C)cc(-c3nc4ccccc4n3C)cc2n1Cc1ccc(-c2ccccc2C(=O)O)cc1 | u | -1% | u | -9% | 15% | u | 6%
CCc1c(C)sc2nc(C(C)C)nc(SCC(=O)N3CCc4ccccc4C3)c12 | 7% | 3% | -3%[10 µM] | -44%[inhibitor] | 32%[activator][38.3 µM] | -8% | 3.5µM*
Clc1cccc(OCCN2CCNCC2)c1 | 1% | 1% | x | 8% | 1% | u | -9%
CC1CCN(CC[C@H]2CCCN2S(=O)(=O)c2cccc(O)c2)CC1 | 10% | -5%&-2% | 17% | -53%[inhibitor] | 13%&12% | -21% | x
CCOc1ccc(C(=O)/C=C/c2ccccc2C(F)(F)F)cc1 | 7% | 4% | 3% | -11% | 2%[38.3 µM] | -2% | 10%
Cc1ccc(S(=O)(=O)N2CCN(S(=O)(=O)c3ccc(C)cc3)C2)cc1 | 2% | -3% | 20% | -36% | 28%[38.3 µM] | 9% | -17%
Cc1csc(SCC(=O)NC23CC4CC(CC(C4)C2)C3)n1 | 2% | 0% | -8% | -17% | 22%[38.3 µM] | 11% | -27%
COc1ccc(-c2[nH]c3ccccc3c2SCCNC(=O)c2cc3ccccc3oc2=O)cc1 | 6%[2.36 µM] | 12% | x | -8% | 7% | 3% | -7%
NS(=O)(=O)c1ccc(CCNC(=O)C2Cc3ccccc3CN2C(=O)c2ccco2)cc1 (stereo not given) | -1% | -3% | -3% | -5% | 23%[38.3 µM] | 13% | -9%
Cc1ccc2c(c1)c1c(n2CC(O)CNC(C)(C)C)CCCC1 (stereo not given) | -2% | 1% | -35% | 15% | 0%[38.3 µM] | 14% | -14%
O=C(O)CCC(=O)N1CCc2cc(S(=O)(=O)N3CC=C(c4ccccc4)CC3)ccc21 | -6% | -3% | 3% | -35%[inhibitor] | -25%[38.3 µM] | -9% | -2%
O=C(CSc1ccc(Cl)cc1)Nc1ccc(N2CCN(C(=O)c3ccco3)CC2)cc1 | 1% | 2% | -10% | -47%[inhibitor] | -3%[38.3 µM] | -11% | u
COc1ccc(S(=O)(=O)NC(CC(=O)NCc2ccc3c(c2)OCO3)c2ccco2)cc1 (stereo not given) | 1% | -2% | -16% | -6% | -1%[38.3 µM] | 11% | 20%
O=C(OCc1cn(-c2ccc(Cl)c(Cl)c2)nn1)c1ccccc1 | 4% | -1% | -7% | 6% | 12%[38.3 µM] | 5% | -4%
Cc1cc(C(=O)O)ccc1-n1c(C)cc(C=C2C(=O)c3ccccc3C2=O)c1C | -11% | x | 1%[10 µM] | x | 4% | x | 11%[9.22 µM]
Cc1ccc(C(=O)NC2CC(C)(C)NC(C)(C)C2)c(C)c1 | 4% | -6% | -3%[10 µM] | 17% | -15%[38.3 µM] | 5% | -7%
CN(CCC#N)C(=O)COC(=O)c1ccc2c(=O)n3c(nc2c1)CCC3 | 0% | -3% | 17% | -6% | -1% | x | 1%
Cc1cnc(CNC(=O)c2ccc(OC3CCN(C(=O)C4CC4)CC3)cc2)cn1 | 8% | -1% | -7% | x | 16% | x | 25%
Cc1ccc(NC(=O)c2cc(S(=O)(=O)N3CCCCC3)ccc2N2CCOCC2)cc1F | 4% | -3% | -12% | -1% | 30%[38.3 µM] | 0% | -17%
COc1ccc(-c2oc3c(OC)c(OC)c(OC)c(O)c3c(=O)c2OC)cc1OC | 26% | x | -9%[10 µM] | x | 0% | x | -24%[9.22 µM]
COc1ccc(CCNC(=O)COc2ccc([N+](=O)[O-])cc2)cc1 | 3% | 0% | 4%[10 µM] | -4% | 6% | 17%[46 µM] | 1%
COC(C[C@@H](O)CC(=O)[C@H](C)OCc1ccccc1)OC | 4% | x | 1%[10 µM] | x | x | x | 8%[9.22 µM]
COc1cc(OC)c(S(=O)(=O)Nc2ccccc2N2CCCCC2)cc1NC(C)=O | 4% | x | 5%[10 µM] | x | x | x | -25%[9.22 µM]
CCCNCc1cc(OC)c(OCCC)cc1Cl | 7% | -2% | -7%[10 µM] | 7% | -1% | -15% | -31%
O=[N+]([O-])c1ccc(C[n+]2cccc3ccc4cccnc4c32)cc1 | -28% | 3% | -3%[10 µM] | x | 24% | x | -6%[9.22 µM]
Cc1ccc(C(=O)Nc2ccc(C(=O)N/N=C/c3c[nH]c4ccccc34)cc2)cc1 | -7% | 6% | -20%[10 µM] | 10% | 9% | -11% | 7%

Random excerpt: 2 records from the list, in no set order.
canonical_smiles | CBFb-RUNX1 inh | Luc counter | HTT cytoprotect | SMN2 splice enh | IMPase Li cell | LMNA splice mod | HTT aggregate
CN(CCC#N)C(=O)COC(=O)c1ccc2c(=O)n3c(nc2c1)CCC3 | 0% | -3% | 17% | -6% | -1% | x | 1%
O=[N+]([O-])c1ccc(C[n+]2cccc3ccc4cccnc4c32)cc1 | -28% | 3% | -3%[10 µM] | x | 24% | x | -6%[9.22 µM]

High-throughput results: PubChem, National Center for Advancing Translational Sciences (NCATS)
